CRFR2-BP ag – CRF-BP/CRF-R2 complex agonism; HEK293 CRF-R2/CRF-BP, calcium dye fluorescence (FLIPR); percent of saturating CRF peptide response; activation, % at 13.2 µM; hit rate 0.46% among 350,000; AID 588473;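 active means activation of at least 50%, plus an integration ratio under a set limit after plate pattern correction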;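 further: plate controls were neutral control wells without compound for no effect and CRF at EC100 for full effect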
CHRM5 PAM – CHRM5 positive allosteric modulation | CHO-K1 hM5, Fluo-8 calcium, ACh EC20 PAM; 0% = ACh EC20, 100% = ACh EC100 | activation, % at 3 µM | hit rate 0.3% among 360,000 | AID 624038;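 active means activation above the run cutoff, the mean activation of all test compounds plus 3 SD, cut at about 18% in these data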
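Test system: CHO-K1 hM5 cells / Doses: single-point, 3 µM nominal / Times: Post-acetylcholine fluorescence recording 140 s / Technique: Fluo-8 calcium fluorescence / Measure: Max/basal fluorescence ratio as % of EC20–EC100 ACh window / Benchmarks: low control EC20 acetylcholine (0%), high control EC100 acetylcholine (100%) / Replicates: one well per compound, no replicates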
CHRM1 PAM – potentiates human M1 receptor response to acetylcholine. activation, % at 3 µM. hit rate 0.088% among 360,000. AID 588819. CHO-K1 hM1, Fluo-8 calcium fluorescence, ACh EC20; 0% = ACh EC20, 100% = maximal ACh. P11229; in the data active means activation above about 19%, passing the limit was not always enough
Target sequence (P11229 whole entry, looked up): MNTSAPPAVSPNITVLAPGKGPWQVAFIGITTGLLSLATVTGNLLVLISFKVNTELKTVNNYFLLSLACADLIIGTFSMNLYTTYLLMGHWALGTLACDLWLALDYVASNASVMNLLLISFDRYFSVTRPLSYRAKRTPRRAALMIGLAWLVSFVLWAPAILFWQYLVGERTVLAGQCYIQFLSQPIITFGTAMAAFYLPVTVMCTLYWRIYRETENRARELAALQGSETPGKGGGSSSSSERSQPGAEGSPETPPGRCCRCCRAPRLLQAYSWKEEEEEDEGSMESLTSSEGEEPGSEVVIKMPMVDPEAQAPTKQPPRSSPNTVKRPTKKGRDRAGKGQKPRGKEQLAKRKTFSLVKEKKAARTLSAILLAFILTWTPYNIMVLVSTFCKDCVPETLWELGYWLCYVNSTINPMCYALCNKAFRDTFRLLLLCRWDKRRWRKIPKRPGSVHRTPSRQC
CHRM5 antagonist – blocks acetylcholine activation of human M5 receptor. hit rate 0.59% among 360,000. CHO-hM5 cells, Fluo-8 calcium fluorescence, ACh EC80. P08912. inhibition, % at 3 µM;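 active means inhibition above a per-plate cutoff, the mean of that plate's test compounds plus 3 SD, cut at about 27% in these data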;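 further: 0% = acetylcholine EC80 with DMSO and 100% = DMSO without agonist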
CRFBP-R2 block – antagonists of CRF-binding protein/CRF-R2 receptor complex. HEK293 CRF-R2/CRF-BP, CRF-induced calcium fluorescence. hit rate 0.59% among 350,000. inhibition, % at 11.8 µM;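 active means inhibition of the ligand-induced calcium signal above about 50% at the single tested concentration, limit read from the data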
M4 PAM – positive allosteric modulators of human muscarinic M4 receptor | P08173 | CHO-K1 hM4/Gqi5, Fluo-8 calcium fluorescence, ACh EC20; 0% = ACh EC20, 100% = maximal ACh | activation, % at 3 µM | hit rate 0.4% among 360,000 | AID 624126;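 active means activation above its plate's cutoff, the mean activation of sample wells plus 3 SD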; further: some results filed as inactive read as strong as hits
Target sequence (P08173 whole entry, looked up): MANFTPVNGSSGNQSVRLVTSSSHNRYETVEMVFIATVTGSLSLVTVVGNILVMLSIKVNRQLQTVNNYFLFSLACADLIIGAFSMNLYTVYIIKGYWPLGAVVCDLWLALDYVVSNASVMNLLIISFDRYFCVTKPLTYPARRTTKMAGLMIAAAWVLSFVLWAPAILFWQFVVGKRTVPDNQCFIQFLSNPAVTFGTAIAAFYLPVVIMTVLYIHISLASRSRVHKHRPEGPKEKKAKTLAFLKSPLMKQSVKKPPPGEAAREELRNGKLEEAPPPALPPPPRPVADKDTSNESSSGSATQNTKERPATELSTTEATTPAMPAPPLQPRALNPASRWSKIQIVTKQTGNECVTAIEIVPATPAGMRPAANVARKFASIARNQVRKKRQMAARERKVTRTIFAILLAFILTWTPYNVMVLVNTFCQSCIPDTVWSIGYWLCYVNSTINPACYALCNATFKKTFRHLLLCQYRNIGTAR
M4 antag – antagonists of human muscarinic M4 receptor (CHRM4). hit rate 0.73% among 360,000. CHO-hM4 cells, ACh EC80, Fluo-8 calcium fluorescence. AID 624125. inhibition, % at 3 µM;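 active means inhibition above its plate's cutoff, the mean inhibition of sample wells plus 3 SD, cut at about 27% in these data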;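 further: 0% = acetylcholine EC80 with DMSO and 100% = DMSO without agonist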
M5 ag – agonists of human muscarinic M5 receptor (CHRM5). activation, % at 3 µM. P08912. CHO-K1 hM5 cells, Fluo-8 calcium fluorescence; 0% DMSO wells, 100% maximal acetylcholine response. hit rate 0.19% among 360,000;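 active means activation above the run's mean over test compounds plus 3 SD, cut at about 23% in these data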;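 further: signal is peak over basal fluorescence ratio across the kinetic read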
CHRM4 agonist – agonists of human muscarinic M4 receptor (CHRM4). activation, % at 3 µM. CHO-K1 hM4/Gqi5, Fluo-8 calcium fluorescence; vehicle 0%, full acetylcholine response 100%. hit rate 0.14% among 360,000. AID 624127. P08173;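 active means activation above the run mean over all test wells plus 3 SD, cut at about 32% in these data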;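 further: peak over basal fluorescence ratio per well then scaled between controls; 0% = DMSO wells and 100% = acetylcholine at EC100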
* marks the source's active call; other numbers are inactive results; · = not tested or not shown.

SMILES	CRFR2-BP ag	CHRM5 PAM	CHRM1 PAM	CHRM5 antagonist	CRFBP-R2 block	M4 PAM	M4 antag	M5 ag	CHRM4 agonist
CCOC(=O)c1c(NC(=O)CSc2nnc(C)s2)sc2c1CCN(C)C2	4.4	4	5	-3	-8	12	-2	-4	1
CCc1c(C)nc(SCC(=O)CC(=O)OC(C)C)c(C#N)c1C	-0.7	-7	0	2	1	0	1	-5	0
COc1ccc(C(=O)NCCc2nnc3ccc(SCC(=O)N4CCCCC4)nn23)cc1	0.2	-3	3	9	-3	-4	8	-4	0
Cn1c(N)c(C(=O)CSc2nnc(-c3c[nH]c4ccccc34)n2C2CC2)c(=O)[nH]c1=O	0.6	-3	-9	5	17	-4	5	0	1
Cc1c(S(=O)(=O)Nc2cccc(Cl)c2)c(=O)n(C)c(=O)n1C	-0.9	-19	9	10	-13	5	-11	-5	0
COc1ccccc1COn1c(=O)c(-c2ccco2)[n+]([O-])c2ccccc21	0.5	-7	-2	9	-7	-1	2	-8	5
CCCCNC(=O)/C=C/c1ccc(S(=O)(=O)Nc2ccc(OC)cc2)cc1	0.0	4	-2	-12	-40	-5	-1	6	5
CCS(=O)(=O)c1ccc(O)c(NC(=O)NC2CCCCC2)c1	2.1	1	3	-3	1	1	-2	3	0
CNC(=O)c1cc(NC(=O)N(CCC#N)CCN(C(=O)NC(Cc2ccccc2)C(=O)NC(CC(C)C)C(=O)NC)c2ccccc2)ccc1OC (configuration not stated)	4.4	16	6	-9	-1	2	-11	-5	1
CN(C)c1ccc(C(C(=O)NCC2CCCO2)N(Cc2ccccc2)C(=O)c2snc(C(N)=O)c2N)cc1 (configuration not stated)	-0.8	-7	-12	3	1	-10	-2	4	20
O=C(CSc1ncnc2nc[nH]c12)c1ccc([N+](=O)[O-])cc1	0.2	-8	-7	8	9	-30	4	8	12
CC[C@@]1(O)C(=O)OCc2c1cc1n(c2=O)Cc2cc3c(N)cccc3nc2-1	0.2	3	5	1	11	7	-8	3	0
Cc1ccc(S(=O)(=O)N2CCN(C(=O)COC(=O)c3ccc([N+](=O)[O-])o3)CC2)c(C)c1	0.3	-9	-2	-1	14	2	8	-1	7
O=c1c2ccccc2sn1-c1nccs1	5.4	1	12	2	-10	1	-10	11	10
Nc1nonc1-n1nnc(C(=O)N/N=C/c2ccc(OCc3ccccc3)cc2)c1CN1CCCCC1	6.6	3	5	5	-4	3	-6	-2	0
Cc1ncsc1CCSc1n[nH]c(=O)n1-c1ccccc1	0.1	-5	5	1	12	-7	15	-1	1
Cc1cccc(C(=O)NCC(=O)OCC(=O)N2CCN(S(=O)(=O)c3ccc(C)cc3C)CC2)c1	1.1	4	8	2	3	11	-7	1	4
COC(=O)C1NN=C(C(=O)c2ccc(Br)cc2)C1c1cccc(Br)c1 (configuration not stated)	3.1	-4	2	2	-15	-7	3	-1	-2
O=C(OCc1ccccc1)N1CCC2CC1c1cc(-c3ccc(F)cc3)ccc12 (configuration not stated)	11	4	4	-8	2	5	-15	3	0
CSc1nc2ccc(NC(=O)CS(=O)(=O)c3ccccc3)cc2s1	-1.2	5	7	-8	-1	-2	-9	0	5
COC(=O)Cn1c2ccc(C)cc2c2nc(C)sc21	-0.9	-1	15	-3	-5	1	2	0	0
CCOc1cc(/C=N/NC(=O)C(=O)NC2CC2)cc(Br)c1O	0.0	7	1	-5	7	3	-6	-1	1
CC(C)(C)c1ccc(C(O)c2ncc(-c3ccc(F)cc3)[nH]2)cc1 (configuration not stated)	·	-2	5	-1	·	1	-10	1	4
CN1CCN(c2nc(-c3ccccc3)cc(C(F)(F)F)n2)CC1	-1.1	-33	-19	4	-23	-14	4	-13	0

Part of the list above in order of heavy-atom count, highest first.
SMILES	CRFR2-BP ag	CHRM5 PAM	CHRM1 PAM	CHRM5 antagonist	CRFBP-R2 block	M4 PAM	M4 antag	M5 ag	CHRM4 agonist
CN(C)c1ccc(C(C(=O)NCC2CCCO2)N(Cc2ccccc2)C(=O)c2snc(C(N)=O)c2N)cc1 (configuration not stated)	-0.8	-7	-12	3	1	-10	-2	4	20
Nc1nonc1-n1nnc(C(=O)N/N=C/c2ccc(OCc3ccccc3)cc2)c1CN1CCCCC1	6.6	3	5	5	-4	3	-6	-2	0
Cc1cccc(C(=O)NCC(=O)OCC(=O)N2CCN(S(=O)(=O)c3ccc(C)cc3C)CC2)c1	1.1	4	8	2	3	11	-7	1	4
Cc1ccc(S(=O)(=O)N2CCN(C(=O)COC(=O)c3ccc([N+](=O)[O-])o3)CC2)c(C)c1	0.3	-9	-2	-1	14	2	8	-1	7
O=C(OCc1ccccc1)N1CCC2CC1c1cc(-c3ccc(F)cc3)ccc12 (configuration not stated)	11	4	4	-8	2	5	-15	3	0
CC[C@@]1(O)C(=O)OCc2c1cc1n(c2=O)Cc2cc3c(N)cccc3nc2-1	0.2	3	5	1	11	7	-8	3	0
COC(=O)C1NN=C(C(=O)c2ccc(Br)cc2)C1c1cccc(Br)c1 (configuration not stated)	3.1	-4	2	2	-15	-7	3	-1	-2
CSc1nc2ccc(NC(=O)CS(=O)(=O)c3ccccc3)cc2s1	-1.2	5	7	-8	-1	-2	-9	0	5
CN1CCN(c2nc(-c3ccccc3)cc(C(F)(F)F)n2)CC1	-1.1	-33	-19	4	-23	-14	4	-13	0
O=C(CSc1ncnc2nc[nH]c12)c1ccc([N+](=O)[O-])cc1	0.2	-8	-7	8	9	-30	4	8	12
Cc1ncsc1CCSc1n[nH]c(=O)n1-c1ccccc1	0.1	-5	5	1	12	-7	15	-1	1
COC(=O)Cn1c2ccc(C)cc2c2nc(C)sc21	-0.9	-1	15	-3	-5	1	2	0	0
O=c1c2ccccc2sn1-c1nccs1	5.4	1	12	2	-10	1	-10	11	10

Remaining list, next part:
SMILES	CRFR2-BP ag	CHRM5 PAM	CHRM1 PAM	CHRM5 antagonist	CRFBP-R2 block	M4 PAM	M4 antag	M5 ag	CHRM4 agonist
O=C(CNS(=O)(=O)c1c(Cl)cccc1Cl)OCC(=O)c1ccc[nH]1	1.3	10	13	-1	-1	25	5	4	3
CC(C)c1ccc(NC(=O)c2snc3ccc(Cl)cc23)cc1	-2.0	2	0	1	-33	-4	4	-2	0
CCn1c(SCC(=O)Nc2ccc(C)cc2)nnc1-c1ccc(O)cc1	0.6	-2	-4	-3	6	6	-8	1	-1
Cc1cccc(NC(=O)c2cc(=O)[nH]c3ccccc23)c1	-1.7	-1	-5	12	23	-4	18	-5	1
Cc1cc(C(=O)NN=C(Cc2ccccc2)Cc2ccccc2)c(C)o1	1.5	0	11	2	-15	21	5	-3	-1
CCOC(=O)NC(=O)c1cn(-c2ccc(OC)cc2)c(=O)[nH]c1=O	0.3	-6	9	15	0	-5	-10	-2	1
COc1ccc(-c2nc(N)ncc2-c2csc(C)n2)c(O)c1	1.3	-2	9	-1	-6	3	-4	-2	0
O=C(COC(=O)C1CCC1)NCc1ccc(F)cc1	-1.0	-2	12	7	4	-7	-8	0	0
O=C1CC(C(F)(F)C(F)(F)C(F)(F)C(F)F)=Nc2ccccc2N1	-0.3	-1	2	5	-12	5	0	4	3
O=C(Nc1nccs1)c1ccc2ccccc2c1	-0.1	-7	-1	15	-21	-6	1	-2	2
CC(NC(=O)COC(=O)c1c[nH]c2ccccc12)c1ccccc1 (configuration not stated)	1.3	0	9	7	5	-3	-1	4	8
COc1cc(/C=N/Nc2nc(C)cc(C)n2)ccc1OC(=O)c1ccco1	-2.0	-3	-2	-1	10	4	4	-1	1
CCOC(=O)C(C(=O)Nc1ccccn1)C1CCCCC1 (configuration not stated)	4.4	-4	8	2	-5	11	-2	1	1
COC(=O)c1ccc(C(=O)Nc2ccc(F)cc2)cc1	1.2	-7	1	7	-3	-1	0	4	1
Cc1ccn2c(c1)nc(=O)c1cc(S(=O)(=O)N3CCOCC3)ccc12	-0.3	1	10	9	24	-4	8	0	1
COc1ccc(NC(=O)CC(=O)Nc2ccc(OC)cc2OC)c(OC)c1	0.6	-8	12	11	6	0	9	-1	1
Cc1c(CCOC(=O)c2cc([N+](=O)[O-])cc([N+](=O)[O-])c2)sc[n+]1CC(=O)c1ccccc1	-0.8	4	-16	3	25	-9	4	-15	1
Cc1cc(C)c(NC(=O)c2ccc3c(c2)C(=O)N(Cc2cccnc2)C3=O)c(C)c1	-2.1	2	5	-4	-5	2	6	-2	1
Cn1c(CNC(=O)CCNC(=O)c2ccccc2F)cc(=O)n(C)c1=O	-1.1	-3	3	3	-6	0	3	-2	0
COCCNC(=O)C1(C)CCCN(Cc2cccc(OC(=O)c3ccccc3)c2)C1 (configuration not stated)	·	-1	1	6	·	-3	-13	-1	1
O=C1/C(=N\S(=O)(=O)c2cccs2)C([n+]2ccccc2)=C([O-])c2ccccc21	-0.9	-5	0	8	7	-21	-6	-4	0
O=C(O)c1cc(NC(=O)c2cccc(C(=O)Nc3cc(C(=O)O)cc(C(=O)O)c3)c2)cc(C(=O)O)c1	-0.3	6	0	1	6	5	0	-2	1
Cn1ccc(C(=O)Oc2ccc(C(=O)Nc3ccc(F)cc3F)cc2)n1	7.5	10	11	7	-23	13	-1	0	2
CC(C)(C)c1ccc(CC(=O)N2CCC2(C)C(=O)N2CCCCC2)cc1 (configuration not stated)	·	-1	4	1	·	-1	3	6	4
CCN(CC)C(=O)CSc1nc2c(sc(=S)n2Cc2ccco2)c(=O)n1-c1ccccc1	0.1	-9	-1	4	-3	-10	-10	-5	-2
O=C(O)c1ccc(CSc2nnc(Cc3ccccc3)o2)cc1	-0.5	-1	1	0	-2	0	13	1	0
O=C(Nc1ccc(OC(=O)c2ccncc2)cc1)c1ccncc1	-1.9	8	3	-3	-2	4	-6	-1	1
Cc1cc(Br)ccc1SCC(=O)OC/C(O)=C(\C#N)c1nc2ccccc2[nH]1	3.1	-2	4	2	-9	2	-2	2	2
Cc1sc2nc(SCC(=O)N3CCCCC3)[nH]c(=O)c2c1C	0.6	-1	-1	4	-18	-2	-5	-2	0
O=C(Cc1ccccc1[N+](=O)[O-])NCC1(c2cccc3c2OCO3)OCCO1	-3.6	-2	-8	6	-8	-5	10	-9	1
CCn1c(SCC(=O)NC2=NCCS2)nnc1C(C)NC(=O)c1ccccc1F (configuration not stated)	1.3	4	10	5	0	-3	17	-4	0
CCOC(=O)C(C)(C)Sc1nc2c(cnn2-c2ccc(F)cc2)c(=O)[nH]1	1.0	-4	-6	13	11	0	5	-2	4
Cc1nnc(SCc2ccc(Cl)cc2Cl)[nH]c1=O	-1.1	-4	5	0	38	1	-4	-2	2
O=C(NCCS(=O)(=O)N1CCN(c2ccccc2F)CC1)c1cc(=O)c2ccccc2o1	0.6	-3	9	6	1	-2	3	-3	1
Cc1ccc(Cn2nnnc2CN2CCC(NC(=O)C(C)(C)C)CC2)cc1	0.6	7	2	7	3	7	2	1	0
O=C(c1ccco1)c1cc2c(ccc3ccccc32)oc1=O	2.1	-3	4	5	-7	10	-2	0	0

Compound activity from PubChem BioAssay.
